CRE Fsk mod: modulators of forskolin-stimulated CRE signaling in CHO cells | hit rate 2.5% among 71,000 | CHO CRE-bla reporter (cAMP response element driving beta-lactamase), forskolin EC10, beta-lactamase ratio | AID 662 | Potency, µM (top dose mostly 38.2 µM), without a hit: at the highest dose activity change, negative = inhibition, usual class: activators; active means well fitted activation curve with a large enough effect in the signal ratio, with a control signal flat, not every such curve was filed as active; inconclusive means small, poorly fitted or top-dose-only effect, or effect the other way, or a change in a side signal; the % refers to the signal ratio; further: potency means the concentration at half of the fitted maximal effect; % of control where 0% means no effect
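Reporter-gene assay: CHO cells with beta-lactamase behind cAMP responsive elements, co-treated with compound and EC10 NKH 477 for 3 hours at 37 degrees Celsius. Activity came from the 460/530 nm CCF4 emission ratio.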
Texas Red fluor: compound fluoresces in the Texas Red spectral region | AID 587 | hit rate 0.06% among 59,000 | max dye-equivalent concentration, M | Compound fluorescence, Texas Red channel, 547/618 nm; active compounds read high; in the data active means max dye-equivalent concentration above about 10 nM; inconclusive means between about 1.1 nM and that limit
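Texas Red-region profiling: compounds in 100 mM Tris pH 8.0 were read at 547/618 nm after 15 min at room temperature. Intensities were normalized against a six-point Texas Red standard series to give dye-equivalent concentration.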
Ub-GFP proteasome: ubiquitin-GFP accumulation via proteasome inhibition. Ubiquitin-GFP reporter cells, proteasome inhibition, GFP fluorescence; response scale: untreated = 0%, 10 µM MG-132 = 100%. Potency, µM (doses to about 45.9 µM), for the others: at the top dose activation (GFP accumulation), actives largely listed as activators. 67,000 tested, under 10 active. AID 526; active means well fitted activation curve with a large enough effect, not every such curve was filed as active; inconclusive means small, poorly fitted or top-dose-only effect, or another doubt; inactive means no such curve, though single readings can be large or run the other way; further: potency means the concentration at half of the fitted maximal effect
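U2OS cells expressing ubiquitin(G76V)-GFP, seeded overnight in 0.5% FBS medium, then treated 4 hr at 37 C across 46 uM to 2.9 nM. GFP-positive cells counted by laser cytometry (488 ex/515 em); %activity scaled between basal and 10 uM MG-132.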
Luciferase inh: firefly luciferase inhibition | P08659 | AID 411 | hit rate 2.2% among 72,000 | purified firefly luciferase, luminescence, 8 min | Potency, µM (top dose mostly 57.1 µM), for the others: top-dose activity change, negative = inhibition, hits mostly inhibitors; further: potency means the concentration at half of the fitted maximal effect; on the % scale 0 is the no-effect control and ±100 the full control effect; nearly all actives have a fitted effect of over 40% in size
Target sequence (P08659 whole entry, looked up): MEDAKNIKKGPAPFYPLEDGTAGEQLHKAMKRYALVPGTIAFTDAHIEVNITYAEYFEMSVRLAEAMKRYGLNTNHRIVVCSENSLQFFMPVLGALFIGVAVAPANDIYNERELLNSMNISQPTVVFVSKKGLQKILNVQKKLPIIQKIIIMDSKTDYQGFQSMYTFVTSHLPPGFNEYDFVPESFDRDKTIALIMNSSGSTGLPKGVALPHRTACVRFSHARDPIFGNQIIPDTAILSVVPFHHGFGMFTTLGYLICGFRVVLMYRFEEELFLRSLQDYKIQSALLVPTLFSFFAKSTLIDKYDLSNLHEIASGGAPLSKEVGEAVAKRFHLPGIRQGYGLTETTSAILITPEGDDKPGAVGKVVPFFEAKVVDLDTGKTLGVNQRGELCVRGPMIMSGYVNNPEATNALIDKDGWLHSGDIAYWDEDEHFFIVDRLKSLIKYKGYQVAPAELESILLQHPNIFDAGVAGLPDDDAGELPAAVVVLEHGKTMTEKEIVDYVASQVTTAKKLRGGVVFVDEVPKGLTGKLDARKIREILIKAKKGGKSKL
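Firefly luciferase (PKLight detection mix) with 10 uM ATP in pH 7.2 imidazole buffer (KCl, MgCl2, Tween 20, BSA). Compounds tested across a concentration series (qHTS). Luminescence read after 8 min at ambient temperature.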
A350 fluor: compounds fluorescent in Alexa 350 spectral region; hit rate 11% among 59,000; Compound autofluorescence, 340/450 nm, Alexa 350 dye-equivalents; active compounds read high; AID 590; max dye-equivalent concentration, M; in the data active means max dye-equivalent concentration above about 10 nM; inconclusive means mostly about 1.1 nM to 9.6 nM
4MU fluor: compounds fluorescent in 4-MU spectral region; hit rate 11% among 59,000; compound autofluorescence, 340/450 nm, 4-MU equivalents; active compounds read high; max dye-equivalent concentration, M; in the data active means max dye-equivalent concentration above about 10 nM; inconclusive means mostly about 1.1 nM to 9.6 nM
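Compounds in 100 mM Tris, pH 8.0, sat 15 min at room temperature before fluorescence was read at 340 nm excitation/450 nm emission; a per-plate six-point 4-MU standard curve converted signals to dye-equivalent concentration at each compound concentration.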
Fluorescein fluor: compound fluoresces in the fluorescein spectral region; max fluorescein-equivalent concentration, M; hit rate 0.91% among 59,000; AID 593; Compound autofluorescence, 480/540 nm, fluorescein-equivalent; active compounds read high; in the data active means max fluorescein-equivalent concentration above about 10 nM; inconclusive means between about 1.1 nM and that limit
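Tris 100 mM pH 8.0; 15 min RT; CCD read, ex 480/em 540 nm. Output: fluorescein-equivalent concentration per compound concentration, from six-point dye series on each plate.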
GFP derepression: derepresses silenced GFP locus in mouse C127i cells; Potency, µM (titrated, usually from 46.1 µM), for inactives: at the top dose GFP derepression (activation); mouse C127i GFP locus derepression, cytometry, 30 h; AID 597; hit rate 0.09% among 68,000; further: % of control where 0% means no effect
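Derepression screen: silenced CMV-GFP reporter in murine C127i cells, 30 h compound incubation at 37 C, washed cells imaged by laser-scanning cytometer to enumerate GFP-expressing objects of 20 to 120 um.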
ERK AVP inh: inhibitors of vasopressin-stimulated ERK signaling pathway | AID 995 | hit rate 0.99% among 72,000 | Potency, µM (top dose mostly 57.5 µM), inactives show at the top dose activity, negative = inhibition, usual class: inhibitors | HEK293-V1b, vasopressin-stimulated pERK AlphaScreen; further: potency means the concentration at half of the fitted maximal effect; on the % scale 0 is the no-effect control and ±100 the full control effect; nearly all actives have a fitted effect of over 55% in size
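Overnight-seeded V1b-HEK293 cells in 1% FBS got compound, then vasopressin (25 nM final, 5 min, 37C), then lysis buffer. AlphaScreen detection of phospho-ERK; activity normalized to basal and full-stimulation controls.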
HBB splicing: alters splicing of the hemoglobin beta chain; HBB splicing reporter cell assay, activation; EGFP reporter with mutant IVS2-654 intron; response scale: normalised to 500 nM splice-correcting PNA; Potency, µM (top dose mostly 46.1 µM), inactives show at the top dose activation, hits mostly activators; hit rate 0.06% among 65,000; AID 925; further: potency means the concentration at half of the fitted maximal effect; 0% is about no effect
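Compounds were applied for 2 days to HeLa EGFP-654 cells, 500/well in Optimem with 2% FCS. The reporter's EGFP is disrupted by mis-splicing of beta-globin intron IVS2-654. Readout: summed well GFP fluorescence from 488 nm laser scanning; reference was 500 nM antisense […] 654 PNA.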
Hsp90 Hop PPI: changes Hsp90-Hop TPR2A binding signal, up or down; Potency, µM (top dose mostly 57 µM), inactives show top-dose activity change, negative = inhibition; AlphaScreen TPR2A-His6 binding biotin-Hsp90 C-terminal peptide; hit rate 0.44% among 71,000; AID 595; active means well fitted curve in either direction with a large enough effect; inconclusive means small, poorly fitted or top-dose-only effect, or another doubt; further: potency means the concentration at half of the fitted maximal effect; on the % scale 0 is the no-effect control and ±100 the full control effect; many of its hits are not listed in these tables
* hit, by the source's call; i = inactive; ? = inconclusive; nt = not tested or not shown; & = joins results of further samples; [ ] = another dose, or the depositor's remark. Unless noted, the call rests on the fitted dose curve; in most records, active means well fitted curve in the direction sought with a large enough effect; inconclusive means small, poorly fitted or top-dose-only effect, or another doubt; inactive means no such curve, though single readings can be large; an effect the other way counts as inactive or inconclusive. These rows are one share of the data; rates above refer to the full screens.

Sequence of screens – CRE Fsk mod | Ub-GFP proteasome | ERK AVP inh | Fluorescein fluor | A350 fluor | Luciferase inh | GFP derepression | Hsp90 Hop PPI | 4MU fluor | HBB splicing | Texas Red fluor
1) Cc1ccc(-n2ncc3c(=O)n(CC(=O)Nc4cccc(Cl)c4)cnc32)cc1C
→ ? | -2% | -15% | i | i | 2% | 0% | -1% | i | -1.3% | i
2) COc1cccc(CSc2nnc(-c3ccc(F)cc3)o2)c1
→ ? | 6% | 139%[activator] | ? | ? | 2% | 1% | ? | i | 2.5% | i
3) Cc1nn(-c2ccccc2)c(C)c1C(=O)OCC(=O)c1c(N)n(CC(C)C)c(=O)n(C)c1=O
→ -11% | -2% | ? | i | i | 8% | 1% | -5% | i | -0.1%[57.5 µM] | i
4) O=C(Nc1cc(Cl)ccc1O)c1cc2n(n1)C(C(F)(F)F)CC(c1ccc3c(c1)OCO3)N2 (stereo unspecified)
→ ? | 5% | ? | i | i | 0% | 0% | -3% | i | 3.2% | i
5) Cc1ccc(C(=O)c2cc3c(cc2N)OCCO3)cc1
→ 9% | 3% | -28% | nt | nt | 2% | 3% | ? | nt | 0.0% | nt
6) NC(=O)C1CCN(C(=O)c2cc3ccccn3n2)CC1
→ -5% | 8% | -15% | nt | nt | 1% | 3% | -2% | nt | -0.7% | nt
7) COc1ccc2[nH]c(C)c(C(=O)CN3CCN(C(=O)c4ccco4)CC3)c2c1
→ nt | nt | nt | ? | i | 3%[25.5 µM] | 2%[20.6 µM] | nt | i | nt | i
8) CN(C)c1ccc(-c2ccc3ncnc(NCc4ccccc4)c3c2)cc1
→ ? | -1% | 13µM* | ? | i | 1%[2.29 µM] | -5%[9.22 µM] | -18% | i | 0.1% | i
9) COc1cccc(CN2CCN(c3ncccn3)CC2)c1
→ ? | 5%[9.17 µM] | -4% | nt | nt | -1% | -7% | -5%[11 µM] | nt | -2.9%[0.0738 µM] | nt
10) COc1cc2c(cc1OC)CN(C(=O)CSc1nc3[nH]ncc3c(=O)n1-c1ccccc1)CC2
→ ? | 20% | -9% | nt | nt | 1% | 2% | -3% | nt | -0.5% | nt
11) CCCC(=O)Nc1ccc(Cl)c(NC(=O)c2ccco2)c1
→ 10% | -5% | -5% | i | ? | 2% | -3% | 0% | i | -0.4% | i
12) Cc1occc1-c1nnc(SCC(=O)NCc2ccc3c(c2)OCO3)n1CC(C)C
→ -6% | 3% | -6% | i | i | 5% | 1% | 54% | i | 1.4%[57.5 µM] | i
13) CCN1CCCC1CNC(=O)c1cc(NC(C)=O)c(N(C)C)cc1OC (stereo unspecified)
→ -18% | 6% | 7% | i | i | 3% | -1% | -1% | i | 0.6% | i
14) Cc1ccc(C)c(NC(=O)C2CCCN2C(=O)OC(C)(C)C)c1 (stereo unspecified)
→ 1% | 5% | -18% | i | i | 1% | 0% | 3% | i | nt | i
15) COc1ccc(C2C(C(C)=O)=C(O)C(=O)N2CCO)c(OC)c1 (stereo unspecified)
→ -3% | 1% | -4% | ? | i | 2% | 1% | -1% | i | nt | i
16) CC(C)C1CC(O)(C2(O)CCCCC2)ON1 (stereo unspecified)
→ -3% | -6% | 18% | i | i | 1% | 0% | -1% | i | 0.4% | i
17) COc1cc(CNC2CCCCCC2)cc(OC)c1OC
→ 3% | 4% | -16% | i | i | 4% | 0% | -2% | i | -0.1% | i
18) O=C(NCCCN1CCCC1)C1CCN(C(=O)c2cc3sccc3n2Cc2ccc(F)cc2)CC1
→ ? | -2% | 36% | i | i | 2% | 0% | ? | i | -0.6% | i
19) CN(C)CCCNS(=O)(=O)c1cc(Cl)ccc1Cl
→ 2% | -2% | 45% | i | i | 2% | 0% | ? | i | 0.4%[57.5 µM] | i
20) Cc1oc(-c2ccc(Cl)cc2)nc1CN1CCC(C(=O)NCCCN2CCCC2=O)CC1
→ -7% | 6% | ? | nt | nt | 4% | nt | -6%[2.3 µM] | nt | -1.1% | nt
21) O=C(NC1CCN(Cc2ccccc2)CC1)c1ccccc1F
→ -3% | 16% | 1% | nt | nt | 1% | -2% | 1% | nt | 1.7% | nt
22) O=C(Cn1nc(-c2ccccc2)nc1-c1ccccc1)N1CCOCC1
→ -3% | 2% | -6% | i | i | 0% | 1% | -4% | i | nt | ?
23) CN(C)S(=O)(=O)N(CCN1CCOCC1)Cc1ccccc1F
→ -30% | -10% | -11% | ? | ? | 2% | 0% | -2% | i | 6.6% | i
24) COc1cc2c(cc1C(F)(F)F)N(C(=O)Nc1cc(F)cc(-c3cccnc3)c1)CC2
→ ? | 0%&-3% | -23% | ? | i | -3%&-1% | 1%&-2% | 5%&-9% | i | 2.0% | i
25) C/C(N)=C(/C#N)C(=O)COc1ncnc2ccc(Br)cc12
→ ? | 6% | -6% | ? | i | 1% | -4% | -5% | i | -0.9% | ?
26) COc1ccccc1N1C(=O)C2C3C=CC(C3)C2C1=O (stereo unspecified)
→ 1% | -1% | -1% | i | i | -1% | 1% | ? | i | nt | i
27) CSc1nc(NCC(C)C)nc(N2CCOCC2)n1
→ ? | 2% | -26% | i | i | -2% | 3% | 0% | i | -0.1% | i
28) N/N=C1/c2ccccc2N[C@H]1OC(=O)Nc1cccc(Cl)c1
→ 2%[7.6 µM] | -8%[9.17 µM] | -12%[11.5 µM] | ? | i | -1%[11.4 µM] | 0%[9.22 µM] | -7%[11 µM] | i | 2.2%[9.22 µM] | i
29) CC(C)C(NC(=O)C1CCCCC1)C(=O)NCc1ccccn1 (stereo unspecified)
→ ? | 14% | 21% | i | i | 1% | 4% | 1% | i | 0.7% | i
30) COc1ccc2[nH]c(=O)c(C(c3nnnn3CC3CCCO3)N3CCc4ccccc4C3)cc2c1 (stereo unspecified)
→ ? | -6% | -6% | i | 1.4e-07M* | -1% | 1% | 0% | 1.4e-07M* | nt | ?
31) COc1ccc(Nc2ncc3nc(-c4cccs4)c(=O)n(Cc4cccc(OC)c4)c3n2)cc1
→ -17% | 3% | -16% | ? | i | 0%[11.4 µM] | ? | -2% | i | ? | i
32) Cn1c(=O)c2c(SCc3ccccn3)nc(-c3ccccc3)nc2n(C)c1=O
→ -4% | -8% | nt | nt | nt | 1% | nt | -1% | nt | -0.2% | nt
33) CCC(C)(C)NC(=O)CN(C(=O)CCC(=O)Nc1cc(C)ccn1)c1ccc2c(c1)OCO2
→ -1% | -2% | 5% | i | i | 0% | -2% | -2% | i | -0.3%[57.5 µM] | i
34) Cc1cc(NS(=O)(=O)c2ccc(NC(=O)CN3C(=O)c4ccccc4C3=O)cc2)nc(C)n1
→ 0% | -5% | 5% | i | i | 1% | 2% | -4% | i | 1.3% | i
35) CCOC(=O)c1ccc2[nH]c(C)c(CN3CCN(C)CC3)c(=O)c2c1
→ -7% | -2% | -1% | i | ? | 0% | -1% | ? | ? | -1.0% | i
36) Cc1ccc(C(=O)CSc2nc3cc(S(=O)(=O)N4CCOCC4)ccc3o2)cc1
→ -7% | -1% | 6% | ? | ? | 4% | 1% | -1% | i | -6.5% | i
37) Cc1ccccc1-c1nccc(-n2ccnc2)n1
→ ? | -2% | 10% | ? | i | 0%[2.29 µM] | -5%[9.22 µM] | -6% | i | -0.2% | i
38) CC(C)(C)c1ccccc1OCC(=O)Nc1ncn[nH]1
→ 6% | -4% | 7% | i | i | -3% | 2% | -20% | i | 6.7% | i
39) CCCCn1c(=O)cc(O)c2ccccc21
→ -14% | -10% | -19% | i | i | 0% | 0% | -1% | i | 0.1% | ?
40) CCOCCCNC(=O)CN1CCN(Cc2ccccc2C)C1=O
→ 0% | -6% | 3% | nt | nt | 1% | -2% | -4% | nt | -0.2% | nt
41) CCCn1c(=O)c(C(=O)NCc2ccccn2)c(O)c2ccccc21
→ ? | 9% | 5% | nt | nt | 3% | 0% | -1% | nt | -1.7% | nt
42) CSC1=NC(NCCCO)c2c(sc3c2CC(C)(C)OC3)N1 (stereo unspecified)
→ ? | -3% | -28% | i | 2.5e-07M* | 0% | -2% | -3% | 1.9e-07M* | -2.6%[57.5 µM] | i
43) FC(F)(F)c1ccccc1-c1cncnc1NCCc1cnc[nH]1
→ 1% | -14% | 1% | ? | i | 0%[2.29 µM] | 6%[9.22 µM] | 2% | i | 1.6% | i
44) CC(=O)N(Cc1ccc2c(c1)OCO2)C1CC(=O)N(CCc2ccccc2)C1=O (stereo unspecified)
→ -4% | 3% | -7% | nt | nt | -1% | -2% | -5% | nt | 1.9% | nt

Bioassay records: PubChem BioAssay, National Center for Advancing Translational Sciences (NCATS)
